Bioassay records as filed in PubChem BioAssay.
M4 antag – human M4 muscarinic receptor antagonists, primary screen, CHO cells, Fluo-8 calcium fluorescence | inhibition, % at 3 µM | Muscarinic acetylcholine receptor M4 (Homo sapiens), P08173 | AID 624125, 2012 | 360,000 compounds, 0.73% hits | CHO-hM4 cells, ACh EC80;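 active = inhibition above its plate's cutoff, the mean inhibition of sample wells plus 3 SD, cut at about 27% in these data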;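 note: 0% = acetylcholine EC80 with DMSO and 100% = DMSO without agonist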
Target sequence (P08173 whole entry, looked up): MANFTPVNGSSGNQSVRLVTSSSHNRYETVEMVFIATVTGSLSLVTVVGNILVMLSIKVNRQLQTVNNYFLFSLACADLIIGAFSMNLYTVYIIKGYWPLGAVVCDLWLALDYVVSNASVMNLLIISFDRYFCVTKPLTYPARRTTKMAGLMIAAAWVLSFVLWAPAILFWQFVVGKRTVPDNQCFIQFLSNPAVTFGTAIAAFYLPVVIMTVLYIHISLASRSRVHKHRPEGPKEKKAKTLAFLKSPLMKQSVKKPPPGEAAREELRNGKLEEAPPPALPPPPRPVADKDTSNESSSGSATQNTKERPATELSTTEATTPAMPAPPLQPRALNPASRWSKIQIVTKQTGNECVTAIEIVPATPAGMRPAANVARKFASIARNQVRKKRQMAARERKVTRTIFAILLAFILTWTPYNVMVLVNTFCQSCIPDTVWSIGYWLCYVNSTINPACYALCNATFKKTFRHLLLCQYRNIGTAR
M5 ag – human M5 muscarinic receptor agonists, primary screen, CHO-K1 cells, Fluo-8 calcium fluorescence; Muscarinic acetylcholine receptor M5 (Homo sapiens), P08912; CHO-K1 hM5 cells; 0% DMSO wells, 100% maximal acetylcholine response; activation, % at 3 µM; 360,000 compounds, 0.19% hits;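 active = activation above the run's mean over test compounds plus 3 SD, cut at about 23% in these data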;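 note: signal is peak over basal fluorescence ratio across the kinetic read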
CHRM5 PAM – human M5 muscarinic receptor positive allosteric modulators, primary screen, CHO-K1 cells, Fluo-8 calcium fluorescence. AID 624038, 2012. activation, % at 3 µM. CHO-K1 hM5, ACh EC20 PAM; 0% = ACh EC20, 100% = ACh EC100. 360,000 compounds, 0.3% hits;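 active = activation above the run cutoff, the mean activation of all test compounds plus 3 SD, cut at about 18% in these data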
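Test system: CHO-K1 hM5 cells / Doses: single-point, 3 µM nominal / Times: Post-acetylcholine fluorescence recording 140 s / Technique: Fluo-8 calcium fluorescence / Measure: Max/basal fluorescence ratio as % of EC20–EC100 ACh window / Benchmarks: low control EC20 acetylcholine (0%), high control EC100 acetylcholine (100%) / Replicates: one well per compound, no replicates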
CHRM5 antagonist – human M5 muscarinic receptor antagonists, primary screen, CHO cells, Fluo-8 calcium fluorescence; Muscarinic acetylcholine receptor M5 (Homo sapiens), P08912; CHO-hM5 cells, ACh EC80; inhibition, % at 3 µM; 360,000 compounds, 0.59% hits; AID 624040, 2012;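 active = inhibition above a per-plate cutoff, the mean of that plate's test compounds plus 3 SD, cut at about 27% in these data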;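 note: 0% = acetylcholine EC80 with DMSO and 100% = DMSO without agonist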
CRFBP-R2 agonist – agonists of CRF-BP/CRF-R2 complex, primary screen, cell-based, HEK293, calcium dye fluorescence, uHTS; activation, % at 13.2 µM; CRF-binding protein / CRF receptor 2 complex (human); calcium dye fluorescence (FLIPR); percent of saturating CRF peptide response; 350,000 compounds, 0.46% hits;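 active = activation of at least 50%, plus an integration ratio under a set limit after plate pattern correction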;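 note: plate controls were neutral control wells without compound for no effect and CRF at EC100 for full effect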
M4 ag – human M4 muscarinic receptor agonists, primary screen, CHO-K1 cells, Fluo-8 calcium fluorescence | AID 624127, 2012 | Muscarinic acetylcholine receptor M4 (Homo sapiens), P08173 | activation, % at 3 µM | CHO-K1 hM4/Gqi5; vehicle 0%, full acetylcholine response 100% | 360,000 compounds, 0.14% hits;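 active = activation above the run mean over all test wells plus 3 SD, cut at about 32% in these data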;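 note: peak over basal fluorescence ratio per well then scaled between controls; 0% = DMSO wells and 100% = acetylcholine at EC100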
CRFR2-BP antag – antagonists of CRF-BP/CRF-R2 complex, primary screen, cell-based, HEK293, calcium dye fluorescence, uHTS; CRF-induced calcium fluorescence; inhibition, % at 11.8 µM; 350,000 compounds, 0.59% hits;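 active = inhibition of the ligand-induced calcium signal above about 50% at the single tested concentration, limit read from the data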
CHRM1 PAM – human M1 muscarinic receptor positive allosteric modulators, primary screen, CHO-K1 cells, Fluo-8 calcium fluorescence, 1536-well. Muscarinic acetylcholine receptor M1 (Homo sapiens), P11229. CHO-K1 hM1, ACh EC20; 0% = ACh EC20, 100% = maximal ACh. activation, % at 3 µM. 360,000 compounds, 0.088% hits. AID 588819, 2011; in the data active = activation above about 19%, passing the limit was not always enough
Target sequence (P11229 whole entry, looked up): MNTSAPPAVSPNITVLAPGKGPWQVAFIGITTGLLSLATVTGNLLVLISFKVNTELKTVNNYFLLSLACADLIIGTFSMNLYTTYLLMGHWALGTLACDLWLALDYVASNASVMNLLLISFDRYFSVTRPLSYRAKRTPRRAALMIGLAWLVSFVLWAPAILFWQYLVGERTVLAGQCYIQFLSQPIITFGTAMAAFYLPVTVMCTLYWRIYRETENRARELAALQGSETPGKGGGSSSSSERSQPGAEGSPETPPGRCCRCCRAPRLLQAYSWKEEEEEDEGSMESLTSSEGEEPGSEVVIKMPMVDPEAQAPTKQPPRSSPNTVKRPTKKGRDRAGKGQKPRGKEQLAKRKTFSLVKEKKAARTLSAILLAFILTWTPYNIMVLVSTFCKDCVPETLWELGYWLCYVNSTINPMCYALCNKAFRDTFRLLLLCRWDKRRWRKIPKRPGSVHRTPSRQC
M4 PAM – human M4 muscarinic receptor positive allosteric modulators, primary screen, CHO-K1 cells, Fluo-8 calcium fluorescence | activation, % at 3 µM | CHO-K1 hM4/Gqi5, ACh EC20; 0% = ACh EC20, 100% = maximal ACh | 360,000 compounds, 0.4% hits;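 active = activation above its plate's cutoff, the mean activation of sample wells plus 3 SD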; note: some results filed as inactive read as strong as hits
Active calls of the source: *; . = not tested or not shown.

M4 antag,M5 ag,Molecule,CHRM5 PAM,CHRM5 antagonist,CRFBP-R2 agonist,M4 ag,CRFR2-BP antag,CHRM1 PAM,M4 PAM
-9,0,CCS(=O)(=O)N1CCN(c2ncnc3sc(C)c(C)c23)CC1,9,6,-4.5,8,-2,3,21*
-2,0,N#CC12C(=O)NC(=O)C1(C#N)C21CCCC1 (stereo not given),-2,13,-1.4,0,-3,8,0
1,0,C[C@H]1COC(=O)[C@H](Cc2ccc(F)cc2)CC/C=C/C[C@@H](CC(=O)N[C@@H](CO)Cc2ccccc2)C(=O)N1,4,8,-1.8,4,3,10,3
-2,-2,CNC(=O)NC(=O)COc1ccc2oc3c(c2c1)CCCC3,-3,11,-1.4,1,4,-2,5
11,3,COCCNC(=O)c1ccc(NC(=O)C2(c3ccccc3)CCCC2)cc1,1,3,1.1,1,-3,13,-6
17,-3,O=S(=O)(c1ccc(Cl)cc1)N1CCN(Cc2cccnc2)CC1,-3,9,0.4,-1,6,8,-8
-13,1,CS(=O)(=O)N(CC(=O)N1CCOCC1)c1ccccc1,11,-1,-0.2,1,3,16,3
3,-12,Cc1ccc(OCCOCCNC(C)C)c(Br)c1,-2,1,0.6,1,20,-1,0
-2,-2,COc1ccc(-c2cc(N3C(=O)Nc4ccccc4N3O)n[nH]2)c(OC)c1,-3,5,-1.3,1,5,7,0
0,-1,O=c1c2ccccc2nc(-c2ccc(Cl)cc2)n1C1CCS(=O)(=O)C1 (stereo not given),-1,3,-0.9,0,0,8,10
-11,1,O=C1NC(=O)C2(COC(c3cccc([N+](=O)[O-])c3)OC2)S1 (stereo not given),3,1,1.7,2,25,14,5
-3,0,Cc1nc(SCC(N)=O)[nH]c(=O)c1CCC(C)C,5,-6,6.1,1,46,6,4
-1,1,CC(=O)Nc1ccnc(-c2cccnc2)n1,0,0,0.0,1,-3,-1,-2
-5,2,Oc1ccc2c(c1)c1ccccc1c1ncccc21,12,-3,-3.0,3,-25,2,0
5,-4,O=C1CSC(c2cn(-c3ccccc3)nc2-c2ccccc2)N1Cc1ccco1 (stereo not given),-7,5,-1.1,-1,32,-4,-12
2,-3,O=C(Nc1ccnn1C1CCN(Cc2ccc(CO)o2)CC1)c1ccccc1Cl,-6,5,-1.0,0,10,2,0
-10,0,CCc1ccc(NC(=S)N(CCCN2CCOCC2)Cc2ccccn2)cc1,-7,1,-0.7,0,15,-4,2
-11,-2,CN(C)CCOc1ccc2c(c1)C(=O)C(=Cc1ncc([N+](=O)[O-])n1C)C2,3,21,2.6,0,8,5,5
2,3,COc1ccc(/C=C2\Oc3cc(OCC(=O)N4CCC[C@H]4CO)ccc3C2=O)c(OC)c1,-3,9,12,2,-12,5,-3
-6,1,Cc1nc2nc(C)c(CCC(=O)NC3CCCCC3)c(C)n2n1,-4,-1,0.5,2,2,10,12
-4,2,CC(Sc1ccc(S(=O)(=O)N2CCCC2)cn1)C(N)=O (stereo not given),5,0,6.9,1,17,-1,-2
-4,-2,O=C(OCc1nc2ccccc2s1)c1ccc(Br)o1,2,0,0.3,1,21,6,6
7,-8,CCCn1c2ccccc2c2cnn(CC(=O)NCCCN3CCCCC3CC)c(=O)c21 (stereo not given),-2,4,1.1,0,-8,-17,-19
44*,-8,CN(C)Cc1ccc(F)cc1Sc1cc(Cl)ccc1Cl,-19,11,1.5,-2,-35,-27,-42
2,-3,CCNc1[nH]c(=O)n(C)c(=O)c1N=O,-2,-2,0.8,0,-6,5,-2
-7,-4,CCCc1cc2c(=O)c(-c3ccccn3)coc2cc1OC,-9,0,-1.3,0,-8,-4,9
-4,2,Cc1noc(C)c1S(=O)(=O)N(C)C[C@H]1Oc2c(NC(=O)Nc3ccc(C(F)(F)F)cc3)cccc2C(=O)N([C@H](C)CO)C[C@@H]1C,0,0,1.9,4,-16,3,0
-16,-3,O=C(N/N=C\c1ccc(Br)o1)C1COc2ccccc2O1 (stereo not given),9,-7,2.0,2,-14,4,10
1,1,Cc1ccc(C)c(NC(=O)CSc2cccc3cccnc23)c1,-1,3,-2.9,1,4,3,-3
12,-5,O=NN(CCc1ccncc1)c1ccc(OCc2ccccc2)cc1,-25,34*,-0.5,13,18,-9,-11
5,-8,COc1ccc(C(c2nnnn2Cc2ccccc2)N2CCN(c3ccccc3)CC2)cc1 (stereo not given),-4,1,-0.5,0,57*,-4,-4
3,-1,COc1cc(/C=C(\C#N)C(=O)NCC2CCCO2)ccc1OC(C)C (stereo not given),-5,4,3.2,1,-9,-2,-5
2,-2,N#C/C(=C\c1cc2c(cc1Br)OCO2)c1ccc(C(=O)O)cc1,-4,5,1.5,0,-11,11,0
2,2,Nc1nnc(SCC(=O)NCCOc2ccccc2)s1,6,-9,-1.8,1,27,2,16
12,-4,CCCCn1c(NCc2cccs2)nc2ccccc21,-7,6,0.6,0,12,1,-6
-13,-3,Cc1nc(Cl)c(C(=O)Nc2cccc(F)c2)c(C)c1Cl,4,-5,5.5,1,7,-1,0
1,0,CCn1c(C(=O)N2CCC(Cc3ccccc3)CC2)cc2sccc21,-11,0,-3.1,-1,-2,-12,4
-1,1,COC(=O)c1cc(Br)c(=O)n(Cc2ccncc2)c1,5,-6,-2.3,0,-1,19,0
-12,2,CC(C)CC1NC(=O)N(CC(=O)Nc2cc([N+](=O)[O-])ccc2F)C1=O (stereo not given),0,5,0.4,1,-4,17,13
-2,1,O=C(NCc1ccccn1)c1ccc(COc2ccc(Cl)cc2)o1,0,0,1.0,2,-10,9,11
-5,0,COc1ccccc1-c1cnc(C(O)c2c(C)cccc2C)[nH]1 (stereo not given),0,2,.,1,.,9,1
2,-8,CC(C)CCN1CCN(Cc2cccc(-n3cccn3)c2)CC1CCO (stereo not given),-1,4,-0.7,0,2,-2,-25
5,-3,O=C1CC(c2ccc(F)cc2)SC(N(c2ccccc2)c2ccccc2)=N1 (stereo not given),2,-2,-2.1,0,49,9,4
9,1,C[C@H]1CN([C@@H](C)CO)C(=O)CCCn2cc(nn2)CO[C@@H]1CN(C)C(=O)Nc1ccccc1,-1,1,-1.0,0,-3,5,-4
-4,1,Nc1ccc2c(c1)[nH]c(=O)c1cc(N)ccc12,-1,-3,5.2,0,-20,3,2
1,-1,CCC(C)[C@H](NC(=O)OC(C)(C)C)C(=O)N/N=C/c1ccc2cc(OC)ccc2n1 (stereo not given in full),-6,8,-3.3,0,20,-1,-2
-3,1,O=[N+]([O-])c1ccc(S(=O)(=O)N/N=C/c2cccs2)cc1,0,-6,-0.6,0,6,11,8
-1,-3,COc1cc(/C=C/C(=O)N(C)c2ccccc2C(=O)O)cc(OC)c1OC,1,-1,1.4,0,2,3,0
2,-1,Cc1sc2nc(CN3CCOCC3)nc(Cl)c2c1C,3,3,-1.7,1,10,-6,11
0,-2,Cc1cccc(N2C(=O)c3ccc(Br)cc3C2=O)n1,4,-8,.,0,.,9,4
6,-3,CC1CCN(Cc2nc3c(c(=O)n(C)c(=O)n3C)n2CCCc2ccccc2)CC1,-3,8,0.1,1,6,7,-1
-1,-6,CCOC(=O)c1ccc(NC(=O)C23CCC(C)(C(=O)O2)C3(C)C)cc1 (stereo not given),-7,4,-0.9,2,-4,-3,-4
21,2,Cc1cc2cc(CNC(=O)CCC(=O)O)ccc2[nH]1,1,0,0.1,1,2,1,-9
-6,-4,O=C(O)COc1ccccc1/C=N/NC(=O)COc1ccc(-c2ccccc2)cc1,-8,24,-1.2,0,4,13,0
1,-5,CCOCCCNC(=O)C(C)NS(=O)(=O)c1ccc(C)cc1 (stereo not given),-1,0,-0.8,1,11,7,0
-8,-5,Cc1cc(C)nc(N/N=C/c2ccccc2OCc2ccc(Cl)cc2)n1,-7,-9,-2.9,0,39,-1,-8
2,-2,CCC(CC)C(=O)c1c[nH]c(C(=O)NN)c1,-7,10,0.9,1,4,5,-7
-5,2,COc1ccccc1NC(=O)C(CC(=O)O)Cc1cc(C)cc(C)c1 (stereo not given),0,-4,1.5,1,21,18,7
15,1,Cc1sc(N/N=C/c2cccnc2)nc1-c1ccc(Cl)cc1,3,0,0.4,0,-9,1,10
-7,-4,CCN(CC(=O)Nc1ccc2c(c1)OCCO2)C(=O)/C=C/c1ccc(OC)c(OC)c1,2,1,-1.2,1,15,1,4

Next results:
M4 antag,M5 ag,Molecule,CHRM5 PAM,CHRM5 antagonist,CRFBP-R2 agonist,M4 ag,CRFR2-BP antag,CHRM1 PAM,M4 PAM
6,-2,C=C1C(=O)OC2C=C(CO)CCC=C(CO)CC(OC(=O)C(C)C)C12 (stereo not given),-5,15,-1.1,0,8,9,1
70*,-1,Cc1oc2c(CN3CCCC3)c(O)ccc2c(=O)c1-c1ccc(Cl)cc1,-1,-1,-0.5,2,-4,3,-19
0,6,CC1=CCC2C(=O)N(c3ccc(C(=O)N4CCCCCC4)cc3)C(=O)C2C1 (stereo not given),-2,7,6.4,1,-46,5,3
0,-2,COc1ccc(/C=C2\OC(=O)c3c(OC)cccc32)cc1OC,-4,-4,-2.3,0,-2,6,1
-5,3,O=C(CSc1n[nH]c(-c2ccncc2)n1)Nc1ccccc1Cl,1,9,0.2,-1,9,-1,7
-3,-5,COc1ccc(-c2cc(C(F)F)n3ncc(C(=O)N4CCN(C)CC4)c3n2)cc1,3,-9,3.6,0,9,3,2
5,3,NC(=O)CSc1nnc(COc2cccc3ccccc23)o1,-1,2,0.4,2,3,12,7
-4,-1,CC(C)Sc1nc2ccccc2c(=O)[nH]1,5,-3,-0.2,-1,-4,9,10
-5,-7,COc1ccccc1CNC(=O)CCCc1cn(C)c2ccccc12,2,-8,-7.0,7,-1,9,-7
-17,-2,COc1cccc(-c2[nH]nc3c2C(c2ccoc2)C(C#N)=C(N)O3)c1 (stereo not given),1,-6,-0.3,1,-12,-6,6
14,3,COc1cc(/C=C(\C#N)c2ccccn2)ccc1OCC(=O)Nc1c(Cl)cccc1Cl,-6,5,-0.6,14,-9,1,-9

Arranged by count of non-hydrogen atoms (smallest number first): 5 of the compounds above
M4 antag,M5 ag,Molecule,CHRM5 PAM,CHRM5 antagonist,CRFBP-R2 agonist,M4 ag,CRFR2-BP antag,CHRM1 PAM,M4 PAM
-4,-1,CC(C)Sc1nc2ccccc2c(=O)[nH]1,5,-3,-0.2,-1,-4,9,10
-5,2,Oc1ccc2c(c1)c1ccccc1c1ncccc21,12,-3,-3.0,3,-25,2,0
-5,0,COc1ccccc1-c1cnc(C(O)c2c(C)cccc2C)[nH]1 (stereo not given),0,2,.,1,.,9,1
5,-3,O=C1CC(c2ccc(F)cc2)SC(N(c2ccccc2)c2ccccc2)=N1 (stereo not given),2,-2,-2.1,0,49,9,4
-4,2,Cc1noc(C)c1S(=O)(=O)N(C)C[C@H]1Oc2c(NC(=O)Nc3ccc(C(F)(F)F)cc3)cccc2C(=O)N([C@H](C)CO)C[C@@H]1C,0,0,1.9,4,-16,3,0
